INS promoter inh: inhibitors of insulin promoter-driven GFP, primary screen, imaging, TRM-6 cells (human fetal islet line), eGFP reporter, cell count; inhibition, % at 2 µM; hit rate 0.9% among 130,000; AID 1273, 2008; reporter expression induced with tamoxifen;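 active = inhibition above the mean plus 3 SD, with well images judged a real hit on visual review, cut at about 60% in these data, passing the limit was not always enough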
SDO1 yeast rescue: growth rescue of sdo1-depleted yeast, primary screen, S. cerevisiae, bone marrow failure model | S. cerevisiae sdo1-depleted JHY4D growth rescue, OD600 30 h; active compounds read high; pdr5 snq2 efflux-pump mutant strain | z-score at 10 µM | hit rate 0.21% among 140,000;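 active = z-score above 3 at both the 24 hr and the 30 hr optical density reads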;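 also: z-score against mean and SD of all compound wells on the same plate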
SDO1 yeast rescue Rescue 24 h: second read-out of SDO1 yeast rescue, no call of its own (marks repeat the call); z-score; S. cerevisiae sdo1-depleted JHY4D growth rescue, OD600; measured here: growth rescue at 24 h;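 0 is the plate mean of compound wells and units are plate SD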
Active calls of the source: *; nt = no result given; & = joins results of further samples; [ ] = dose if it differs, or a comment. A portion of the library, so the mix of outcomes need not match the whole.

The line under a structure holds: INS promoter inh, SDO1 yeast rescue, SDO1 yeast rescue Rescue 24 h
O=C(CSc1nc2ccccc2s1)NNC(=O)Nc1ccc(Cl)c(Cl)c1
  -20.8, -0.44, -0.35
CC(CC(=O)NC1CCCC1)c1ccccc1 (stereo not given)
  -25.0, 0.65, 0.37
COC(=O)c1ccc(CNC(=O)COC(=O)CC23CC4CC(CC(Br)(C4)C2)C3)cc1
  51.6, -0.23, -0.31
CCCSC(=O)N(CC)CC(=O)Nc1c(CC)cccc1CC
  -62.1, 0.79, 1.57
COc1ccccc1OCCCCCNCCO
  nt, 0.36, 0.66
COc1cccc(-n2c(-c3ccco3)nc3nc4ccccc4nc32)c1
  -37.5, 0.46, -0.12
O=C(OCc1nc2ccccc2s1)c1cc2ccccc2oc1=O
  12.5, -0.76, -0.68
CSC1=NCCN1S(=O)(=O)c1ccc(F)cc1
  0.0, nt, nt
c1ccc(CSc2ncnc3c2cnn3-c2ccccc2)cc1
  18.8, -0.13, 0.17
Cc1ccc(C(=O)N/N=C\c2c(C)nn(-c3ccccc3)c2Cl)cn1
  nt, 0.53, 0.53
CCOC(=O)c1ccc(N2C(=O)CC(N(C)Cc3ccccc3)C2=O)cc1 (stereo not given)
  47.2, 0.03, -0.56
COc1cccc(-c2cc(C(F)(F)F)nc(N3CCOCC3)n2)c1
  -40.0, -1.33, -0.18
CCC/C(=N/NC(=O)c1csc(C)c1C)c1ccc(Cl)s1
  31.0, -0.01, 0.21
CCOC(=O)Cc1csc(NC(=S)NC(=O)c2ccc([N+](=O)[O-])cc2)n1
  -17.9, 0.26, -0.03
S=C(NC1CCCC1)NN1CCOCC1
  28.6, nt, nt
Cc1ccccc1N(C(=O)c1cccs1)c1nc2ccccc2s1
  nt, -1.6, -0.82
COc1cccc(NC(=S)N(CCc2nc3cc(C)c(C)cc3[nH]2)Cc2cccnc2)c1
  46.4, -1.14, -0.81
CCN(CC)S(=O)(=O)c1cc(NC(=O)COC(=O)Cn2cnc3ccccc32)ccc1C
  28.6, 0.91, 0.14
CCS(=O)(=O)n1nc(C(=O)N2CCOCC2)nc1N
  nt, 0, -0.32
O=C(OCc1cnc(Cl)s1)c1cccc(Cl)c1
  nt, -0.27, -0.62
COc1cccc(C(=O)O/N=C(\N)c2ccc([N+](=O)[O-])cc2)c1
  -33.3, -1.37, -0.42
Cc1cccc(C)c1N=C1SC(CC(=O)Nc2c(C)cccc2C)C(=O)N1CCc1ccccn1 (stereo not given)
  0.0, 1.24, 0.63
COc1ccccc1N1CCN(Cc2nc3ccccc3c(=O)n2CC(C)=O)CC1
  -6.1, 0.3, 0.78
CCc1ccc(S(=O)(=O)/N=C2\C=CC(=O)c3ccccc32)cc1
  -326.7, nt, nt
COc1ccc(-n2cnnc2SCC(=O)c2ccc(S(=O)(=O)N3CCOCC3)cc2)cc1
  nt, 0.67, -0.73
O=C(O)Cc1sc(-c2ccccc2)nc1-c1ccccc1
  21.9, -0.6, -1.64
O=C1C=C(N2CCN(C3=CC(=O)CCC3)CC2)CCC1
  -12.5, 0.86, -0.24
COc1ccc(CCN2C(=O)CC(Cc3ccc(Br)cc3)C2=O)cc1OC (stereo not given)
  -25.6, -0.86, -0.53
O=C(NCc1ccccc1Cl)C1CCN(S(=O)(=O)N2CCCCC2)CC1
  nt, -1.08, -1.16
COc1ccccc1OC1=NS(=O)(=O)c2ccccc21
  5.9, -0.55, -0.98
Clc1ccc(-c2nc3ccccc3nc2-c2ccccc2)cc1
  23.1, -0.89, -0.6
Cc1cc(N2CCOCC2)nc2ccc(NC(=S)NCc3ccc4c(c3)OCO4)cc12
  28.6, nt, nt
CCN(CC(=O)NC1CCS(=O)(=O)C1)S(=O)(=O)c1ccc(F)cc1 (stereo not given)
  0.0, 0.29, -0.32
O=C(Oc1cccc(Oc2ccccc2)c1)N1CCOCC1
  -16.1, -0.24, -0.82
O=C(NC(=S)Nc1cc(C(F)(F)F)ccc1Cl)c1ccccc1
  17.2, 1.1, 3.68
Cc1cc(C)c(NC(=O)C2CCCN2CCOC(=O)c2ccccc2)c(C)c1 (stereo not given)
  33.3, -0.94, -0.79
COc1ccc(C2Nc3ccccc3C(=O)N2c2ccc(F)cc2)cc1CSc1ccccn1 (stereo not given)
  35.5, -0.16, 1.25
CCC(C)NCCOc1ccc(Br)cc1 (stereo not given)
  -13.3, 0.91, -0.02
CCCS(=O)(=O)c1c(S(=O)(=O)CCC)c2cnccn2c1C(=O)c1ccc(Cl)cc1
  -8.3, 14.9*, 11.1*
O=C(CP(=O)(c1ccccc1)c1ccccc1)N1CCCCC1
  -196.6, 1.13, 1.32
CCSc1nc2cc(OC)c(OC)cc2c(=O)n1CCc1ccccc1
  -26.7, -0.99, 0.34
COc1cc(/C=N/N=C(\N)c2nonc2N)cc(OC)c1OC
  -13.3, nt, nt
Cc1noc(C)c1CSc1nc2sc(C)c(C)c2c(=O)n1-c1ccccc1
  -22.7, -1.21, -0.22
CCn1c(Cc2c(C)[nH]c3ccccc23)nnc1SCC(N)=O
  -35.7, 0.13, -0.82
CC(=O)c1cc(C#N)c(Oc2cccc(C(F)(F)F)c2)nc1C
  -16.1, -0.05, -0.29
COc1cccc(C2CC(c3ccccc3OC)n3nc(N)nc3N2)c1 (stereo not given)
  nt, 1.65, 1.94
Cc1ccn2c(NC3CCCC3)c(-c3cccs3)nc2c1
  -6.7, nt, nt
COC(=O)c1[nH]c2ccccc2c1NC(=O)CN1CCC(C(N)=O)(N2CCCCC2)CC1
  13.8, 0.69, 0.19
C(/CCc1ccccc1)=N\Nc1nc2ccccc2[nH]1
  0.0, nt, nt
Cn1nc(C(F)(F)F)c2cc(NC(=O)OCc3ccc(F)cc3)sc21
  -37.2, -1.52, -1.22
COc1ccccc1-c1cc(C(F)(F)F)nc(NCc2ccco2)n1
  nt, -0.76, -0.1
CC(=O)NC(c1ccccc1)c1cccnc1 (stereo not given)
  nt, 0.85, 0.96
CCOC(=O)Nc1ccc2c(c1)N(C(=O)CN1CCN3CCCC3C1)c1ccccc1CC2 (stereo not given)
  nt, -0.03, 0.27
COc1ccccc1OCCNc1cc(N2CCOCC2)ccc1[N+](=O)[O-]
  -18.5, -0.88, -0.66
COc1cccc(C(CC(=O)NCc2ccco2)NS(=O)(=O)c2ccc(C)cc2)c1OC (stereo not given)
  nt, 1.12, 1.16
c1ccc(Nc2ccccn2)cc1
  69.2, 0.34, 2.04
CCN(CC(=O)Nc1cccc(C#N)c1)CC(=O)Nc1cccc(OC)c1
  -150.0, nt, nt
COc1ccc(CN2CC34C=CC(O3)C(C(=O)O)C4C2=O)cc1 (stereo not given)
  nt, 1.59, 1.28
COc1cc(NC(=O)c2cc3nc(-c4ccccc4)cc(-c4ccccc4)n3n2)cc(OC)c1OC
  nt, -1.53&-1.63, -1.09&-0.64
Cc1ccc(C)c(N2CCN(C(=O)c3ccccc3Br)CC2)c1
  nt, -0.99[9 µM], -0.84

Single records, as listed above:
`CCOC(=O)Nc1ccc2c(c1)N(C(=O)CN1CCN3CCCC3C1)c1ccccc1CC2` (stereo not given) is entered as INS promoter inh = nt; SDO1 yeast rescue = -0.03; SDO1 yeast rescue Rescue 24 h = 0.27
`COC(=O)c1[nH]c2ccccc2c1NC(=O)CN1CCC(C(N)=O)(N2CCCCC2)CC1` is entered as INS promoter inh = 13.8; SDO1 yeast rescue = 0.69; SDO1 yeast rescue Rescue 24 h = 0.19

In another format: entries from further up
structure,INS promoter inh,SDO1 yeast rescue,SDO1 yeast rescue Rescue 24 h
S=C(NC1CCCC1)NN1CCOCC1,28.6,nt,nt
Cc1ccccc1N(C(=O)c1cccs1)c1nc2ccccc2s1,nt,-1.6,-0.82
COc1cccc(NC(=S)N(CCc2nc3cc(C)c(C)cc3[nH]2)Cc2cccnc2)c1,46.4,-1.14,-0.81

Next part
The line under a structure holds: INS promoter inh, SDO1 yeast rescue, SDO1 yeast rescue Rescue 24 h
COc1ccc(C2=NOC(C(=O)N3CCCc4ccccc43)C2)cc1 (stereo not given)
  36.4, -1.56, -1.43
CCOc1ccc(CCNC(=O)CCN2C(=O)COc3ccccc32)cc1OCC
  -23.1, -0.45, -1.12
O=C(COc1ccccc1C(=O)N/N=C\c1ccc(O)c(O)c1)N/N=C/c1ccc(O)c(O)c1
  nt, 2.28, 3.19
CC(C)CC(c1nnnn1Cc1ccco1)N1CCN(C2CCCC2)CC1 (stereo not given)
  -25.8, 0.67, 0.56
COC(=O)CSc1nnc(Cc2ccccc2)n1-c1ccc(C)cc1
  -112.5, -0.77, -1.53
O=C(NCc1ccc(F)cc1)c1cc2n(n1)C(C(F)(F)F)CC(C1CC1)N2 (stereo not given)
  nt, 0.84, 0.74
COCCOC(=O)CC1=NC(=O)CS1
  21.2, 2.2, 1.08
O=C(Nc1ccccc1)Nc1cccc(-c2cn3cccnc3n2)c1
  -42.9, nt, nt
CCCCCCC1CC(CC(=O)Nc2ccc([N+](=O)[O-])cc2)C(=O)O1 (stereo not given)
  33.3, -0.9, 0.15
COc1cccc(C=Nc2ccc3c(c2)OCCO3)c1O
  6.2, 0.37, -0.44
CCCCN(CC)CCCNC(=O)CN1C(=O)CSc2ccc(S(=O)(=O)N3CCOCC3)cc21
  -21.4, nt, nt
O=C1CC(c2cc([N+](=O)[O-])ccc2Cl)c2c(ccc3ccccc23)N1 (stereo not given)
  -83.9, -0.51, 0.16
CC/C(=N/NS(=O)(=O)c1ccc(Cl)cc1)c1ccc(O)cc1
  23.1, 0.93, 0.48
O=C(CSc1nc(-c2ccccc2)nc2ccc(F)cc12)Nc1ccc(C(=O)O)cc1
  -60.0, nt, nt
O=[N+]([O-])c1c(NCCCO)cc(N2CCN(Cc3ccc4c(c3)OCO4)CC2)c2nonc12
  -5.7, 0.16, -0.06
O=C(O)c1ccccc1-c1ccccc1C(=O)NCc1ccco1
  1.2, -0.04, -0.42
COc1cccc(C(=O)Nc2c(C)n[nH]c2C)c1
  -318.6, 0.29, -0.16
O=S(=O)(c1ccc(Cl)s1)N1CCc2ccccc2C1
  23.3, -1.69, -1.15
O=C(CNC(=O)c1ccccc1)OCc1nc2ccccc2s1
  35.3, 0.9, 0.85
COc1ccc(-c2nn3c(C4CCCCC4)nnc3s2)cc1OC
  nt, -0.39, -0.1
O=C(CSCc1ccccc1)Nc1cccc(C(=O)Nc2ccc(C(=O)O)cc2)c1
  28.6, -0.27, -0.63
O=S1CC/C(=N\O)c2ccccc21 (stereo not given)
  42.9, 1.42, 1.61
O=c1c2c(-c3cccs3)csc2ncn1-c1ccc(Br)cc1
  -34.2, -2.13, -1.6
CCCC(=O)NC(=S)Nc1ccccc1C(F)(F)F
  33.3, -1.22, -1.01
CC(=O)Nc1ccc(-c2csc(NC(=O)CCCc3cccs3)n2)cc1
  -2.7, 0.2, 1.15
COC(=O)c1cc(NC2c3ccccc3C(=O)N2Cc2ccco2)cc(C(=O)OC)c1 (stereo not given)
  nt, -0.91, -0.85
O=C(NCCc1ccccc1)c1ccc(CS(=O)(=O)Cc2ccccc2F)o1
  -22.2, 0.03, -0.59
O=C(NC(NC(=S)Nc1ccccc1Cl)C(Cl)(Cl)Cl)c1cccc(Cl)c1 (stereo not given)
  11.1, -0.06, -0.01
COc1ccc(-c2ncncc2-c2csc(C)n2)c(O)c1OC
  0.0, 1.16, 1.75
CCc1ccccc1NC(=O)CSc1ccsc1[N+](=O)[O-]
  28.0, -0.19, -0.61
CCCOc1ccc(N2C(=O)CC(N(CCc3ccc(OC)c(OC)c3)C(=S)Nc3ccccc3)C2=O)cc1 (stereo not given)
  nt, -1.61, -0.2
Cc1onc(-c2ccccc2)c1C(=O)N1CC(C)OC(C)C1 (stereo not given)
  nt, 1.84, 1.79
Cc1ccc(C2=Nc3cccnc3C(c3ccccc3)=NN2)cc1
  0.0, nt, nt
Cc1cc2nc(C3CCN(Cc4nnnn4Cc4cccs4)CC3)[nH]c2cc1C
  nt, 0.91, 1.09
C=CCn1cccc(C(=O)Nc2ccc(OC)cc2OC)c1=O
  33.3, nt, nt
CCOC(=O)C1=C(C)NC(C)=C(C(=O)OCC)C1C(=O)O
  nt, 0.18, 0.12
COC(=O)c1c(-c2ccccc2)csc1N
  -14.3, -0.74, -0.96
CC1CCc2c(sc3c2C2=NS(=O)(=O)CCN2C=N3)C1 (stereo not given)
  -5.6, 1.26, 1.16
Cc1nnsc1C(=O)Nc1cccc(Cl)c1
  55.6, nt, nt
S=c1[nH]nc(-c2ccc3ccccc3n2)n1-c1ccc(Cl)cc1
  nt, -0.79, 0.39
CC(=O)c1c(C)[nH]c(C(=O)CSc2nnc(CN3CCCCCC3=O)n2-c2ccccn2)c1C
  -6.5, 0.68, 0.58
CC(Oc1cc(F)ccc1[N+](=O)[O-])C(=O)N(C)CC(=O)Nc1ccccc1C(F)(F)F (stereo not given)
  -66.7, nt, nt
CCOC(=O)c1oc2ccccc2c1CN1CCN(C(=O)c2ccccc2)CC1
  nt, -1.33, -0.5
FC(F)(F)c1nc(N2CCCC2)ncc1-c1nnnn1-c1ccc(Cl)cc1
  -23.3, -1.64, -1.77
Cc1cc(C)nc(SCC(=O)c2cc3ccccc3oc2=O)n1
  57.9, 1.44, 3.02
Nc1c2c(nc3ccc(Br)cc13)N(c1ccccc1)CC2
  48.4, -1.76, -1.76
O=S(=O)(c1ccccc1Cl)N1CCCC1c1nc(-c2ccccc2Cl)no1 (stereo not given)
  -20.8, -0.94, -1.35
CC1CC(CC(C)C(=O)NC(=S)Nc2ccc(S(N)(=O)=O)cc2)C(=O)O1 (stereo not given)
  16.7, nt, nt

Screening data: PubChem BioAssay, several laboratories
